PAX8 reporter: lowers PAX8-driven luciferase in RMG-I cells; RMG-I TPO-luciferase reporter, SteadyGlo, 24 h; inhibition, % at 12.6 µM; actives 1.2% (n = 360,000); AID 652154;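 active = mean replicate inhibition at least 60% with every replicate also reaching 60%; inconclusive = only one of the two criteria is met; inactive = mean below 60% and not all replicates reaching 60%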;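 note: luciferase light reporting Pax8 driven TPO promoter activity; plate controls were median of neutral control wells for no effect and mitoxantrone controls for full effect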
ERp5 block: ERp5 (human) disulfide isomerase inhibition; Q15084; ERp5 insulin aggregation, absorbance 650 nm, 90 min; inhibition, % at 9.99 µM; actives 0.05% (n = 350,000); AID 651711;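 active = mean replicate inhibition above about 25%, with every replicate also reaching it, limit read from the data, passing the limit was not always enough; inconclusive = only one of those two criteria met; inactive = neither criterion met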
Target sequence (Q15084 whole entry, looked up): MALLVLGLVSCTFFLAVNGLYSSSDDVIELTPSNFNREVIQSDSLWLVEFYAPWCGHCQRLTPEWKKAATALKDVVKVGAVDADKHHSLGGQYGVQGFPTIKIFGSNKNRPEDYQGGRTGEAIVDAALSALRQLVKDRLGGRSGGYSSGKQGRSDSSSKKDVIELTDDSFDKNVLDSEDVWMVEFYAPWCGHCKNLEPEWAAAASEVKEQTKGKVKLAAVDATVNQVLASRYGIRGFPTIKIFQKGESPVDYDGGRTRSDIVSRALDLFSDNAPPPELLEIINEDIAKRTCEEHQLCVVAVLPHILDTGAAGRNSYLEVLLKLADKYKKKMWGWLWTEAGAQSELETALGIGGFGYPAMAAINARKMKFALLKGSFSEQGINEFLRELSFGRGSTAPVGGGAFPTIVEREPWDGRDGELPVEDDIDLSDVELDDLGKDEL
Xi reactivation: activators of X-chromosome reactivation in mouse fibroblasts; XiGFP mouse fibroblasts, % GFP-positive cells imaging, 3 d; cells co-treated with 5-aza-dC sensitizer; scaled so ellipticine positive control = 100%; activation, % at 7.58 µM; actives 0.055% (n = 360,000); AID 743238;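 active = mean normalized replicate activation at least 10% and every replicate at or above 10%; inconclusive = only one of the two criteria met; inactive = mean below 10% and not all replicates reach 10%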;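 note: 0% = median of on-plate neutral control wells and 100% = ellipticine 6 µM median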
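System: 68-5-11 XiGFP fibroblast line | Buffer or medium: DMEM containing 5-aza-dC | Compound: Single point | Times: Compounds 3 days, fix/stain 15 min at room temperature | Benchmarks: Positive control ellipticine, 6 µM final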
ARNT TACC3 PPI: ARNT/TACC3 interaction disruption | Q9Y6A5 | AlphaScreen His-ARNT PAS-B/GST-TACC3 binding, luminescence; TACC3 fragment carries E629A point mutation | inhibition, % at 9.99 µM | actives 0.66% (n = 390,000);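 active = mean inhibition of replicates at least 50% and at least half of replicates each reaching 50%; inconclusive = half or more replicates reach 50% but mean below 50%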;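 note: 0% = complete ARNT plus TACC3 wells and 100% = ARNT alone without TACC3; many hits fall short of the cut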
DENV2 CPE rescue: inhibitors of DENV2 cytopathic effect; DENV2-infected cells, cytopathic effect rescue, plate reader; CPE inhibition, % at 9.99 µM; actives 1.7% (n = 350,000); AID 651640; in the data active = CPE inhibition above about 20%, passing the limit was not always enough; inconclusive = no clear call, values can overlap the other calls; tested in BHK-21 cells;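 note: 0% = median of neutral control wells and 100% = median of positive control wells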
INS-1E GSIS act: GLuc luminescence reporter in INS-1E cells, primary screen for activators of glucose-dependent secretion of insulin; INS-1E GLuc reporter insulin secretion, 2-3 h; activation, % at 16.6 µM; actives 0.61% (n = 370,000); AID 743287;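 active = lowest replicate activation of at least 40%, so every replicate reaches that level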;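 note: 0% = median of neutral control wells and 100% = median of IBMX positive control wells; some compounds called inactive have numbers as strong as hits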
F508del corr: CFTR F508del correction in bronchial cells; actives 0.36% (n = 350,000); CFBE cells, YFP halide quenching; stimulated with forskolin plus potentiator P3; % fluorescence drop versus neutral controls; activity (quench increase), % at 7.58 µM;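 active = mean added fluorescence quench of at least 8% versus neutral control, with both replicates also reaching 8%; inconclusive = only one of the mean or replicate conditions met; inactive = mean below 8% and not both replicates reaching 8%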;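 note: cells transiently co-express mutant CFTR-F508del with the halide-sensitive YFP; corrector assay measuring rescue of mutant channel to the surface after 24 h compound exposure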
EWS-Fli block: EWS/Fli transcriptional activity inhibition. A673 NR0B1-luciferase reporter, viability-normalised. inhibition, % at 12.6 µM. actives 0.67% (n = 350,000). AID 651661;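 active = mean inhibition of at least 50% after viability correction, with every replicate also passing that limit; inconclusive = mean reaches 50% but only one of two replicates passes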;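 note: firefly luciferase signal divided by Alamar Blue viability fluorescence both relative to DMSO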
* = called active by the depositor.

How did CC=Cc1ccc2n(c1=O)C[C@H]1[C@H](CO)[C@@H](C(=O)NC3CCC3)[C@@H]2N1C(=O)c1ccccn1 (mixture of isomers) do in these assays?
ERp5 block: 1; Xi reactivation: 0.0; ARNT TACC3 PPI: -3; DENV2 CPE rescue: 7; INS-1E GSIS act: 0; EWS-Fli block: 3

Results for C[C@@H]1CN([C@H](C)CO)S(=O)(=O)c2ccc(-c3ccccc3)cc2O[C@@H]1CN(C)C(=O)c1ccccc1F ?
Xi reactivation: -1.3; INS-1E GSIS act: 6; F508del corr: -3.2; EWS-Fli block: -18

What do the screens show for `Cc1ccccc1S(=O)(=O)Cc1ccc(C(=O)NC2CCCCC2)o1`?
PAX8 reporter: 7; ERp5 block: 3; Xi reactivation: 0.0; ARNT TACC3 PPI: -6; DENV2 CPE rescue: 2; INS-1E GSIS act: 15; F508del corr: -0.4

How did Cc1ccc(C(=O)N/C(=C\c2cn(S(=O)(=O)N(C)C)c3ccccc23)C(=O)NCCCn2ccnc2)cc1 do in these assays?
PAX8 reporter: -7; ERp5 block: -2; Xi reactivation: 0.3; ARNT TACC3 PPI: 8; DENV2 CPE rescue: 12; INS-1E GSIS act: -20; F508del corr: -0.8

How did CNC[C@@H]1Oc2c(NC(=O)c3cnccn3)cccc2C(=O)N([C@H](C)CO)C[C@H]1C do in these assays?
PAX8 reporter: -21; ERp5 block: -3; Xi reactivation: -0.1; ARNT TACC3 PPI: 8; DENV2 CPE rescue: 1; INS-1E GSIS act: 4; F508del corr: 0.4; EWS-Fli block: 6

What do the screens show for `O=C(Nc1ccc(C(=O)NCCCN2CCN(c3ccccc3)CC2)cc1)C1=CSCCO1`?
PAX8 reporter: 1; ERp5 block: -2; Xi reactivation: 0.0; ARNT TACC3 PPI: 10; DENV2 CPE rescue: 4; INS-1E GSIS act: 15; F508del corr: -1.3

What do the screens show for `Cn1c(CNc2ccc(F)cc2)nc2ccccc21`?
PAX8 reporter: -95; ERp5 block: 0; Xi reactivation: 0.1; ARNT TACC3 PPI: 1; DENV2 CPE rescue: 0; INS-1E GSIS act: 9; F508del corr: -2.1; EWS-Fli block: -81

What do the screens show for `C=CCS(=O)(=O)N1CCCC(Cc2ccccc2C)(C(=O)OCC)C1` (stereo not drawn)?
PAX8 reporter: 2; ERp5 block: 3; Xi reactivation: 0.1; ARNT TACC3 PPI: -2; DENV2 CPE rescue: 3; INS-1E GSIS act: -17; F508del corr: -2.4; EWS-Fli block: -13

Results for CC(C)C[C@@H](COCc1ccc(Cl)cc1)N1CCN(C(=O)c2ccc(Cl)cc2Cl)CCC1=O ?
PAX8 reporter: 18; ERp5 block: -1; Xi reactivation: 0.0; DENV2 CPE rescue: -4; INS-1E GSIS act: -21; F508del corr: 1.2; EWS-Fli block: -5

Results for C[C@@H]1NC(=O)[C@H](CC(N)=O)NC(=O)c2cc([N+](=O)[O-])cc(I)c2OCC[C@@H](C(=O)NC(CC(=O)O)C(N)=O)NC1=O (stereo partly drawn) ?
PAX8 reporter: 16; ERp5 block: 6; Xi reactivation: -0.2; DENV2 CPE rescue: inconclusive; INS-1E GSIS act: 10; F508del corr: -0.3; EWS-Fli block: -9

What do the screens show for `COCCOC(=O)c1[nH]c2c(c1C)C(=O)C(C(=O)OC)C(C)C2` (stereo not drawn)?
PAX8 reporter: -131; ERp5 block: -2; Xi reactivation: 0.0; DENV2 CPE rescue: 0; INS-1E GSIS act: -38; F508del corr: 0.1; EWS-Fli block: -97

How did O=C(CS(=O)(=O)Cc1ccccc1)c1ccccc1 do in these assays?
PAX8 reporter: -3; ERp5 block: -3; Xi reactivation: 0.4; DENV2 CPE rescue: 13; INS-1E GSIS act: 5; F508del corr: 0.8; EWS-Fli block: -5

What do the screens show for `O=[N+]([O-])c1ccc2nc(-c3cccnc3)[nH]c2c1`?
PAX8 reporter: -30; ERp5 block: 4; Xi reactivation: 0.0; ARNT TACC3 PPI: 3; DENV2 CPE rescue: 8; INS-1E GSIS act: -8; F508del corr: 0.4; EWS-Fli block: -53

What do the screens show for `COCC(=O)Nc1ccc2c(c1)[C@H]1C[C@H](CC(=O)NC3CCCCC3)O[C@@H](CO)[C@H]1O2`?
PAX8 reporter: -10; ERp5 block: -1; Xi reactivation: 0.5; ARNT TACC3 PPI: -4; DENV2 CPE rescue: 10; INS-1E GSIS act: 14; F508del corr: -0.2; EWS-Fli block: -2

What do the screens show for `C[C@@H]1CN([C@@H](C)CO)C(=O)c2cc(-c3ccc(F)cc3)cnc2O[C@H]1CN(C)C(=O)c1ccc(F)cc1`?
ERp5 block: -3; Xi reactivation: -0.3; ARNT TACC3 PPI: -4; DENV2 CPE rescue: 0; INS-1E GSIS act: -10; F508del corr: -4.7; EWS-Fli block: 2

Results for Cc1ccc(C(=O)c2cc([N+](=O)[O-])ccc2N2CCCCC2)cc1C ?
PAX8 reporter: 36; Xi reactivation: 1.3; ARNT TACC3 PPI: 5; INS-1E GSIS act: -30

Results for COc1ccc(C2/C=C\CN(C(=O)Oc3ccccc3)CC(=O)N2Cc2ccc(F)cc2)cc1 (stereo not drawn) ?
PAX8 reporter: 18; ERp5 block: -5; Xi reactivation: 0.5; DENV2 CPE rescue: 0; INS-1E GSIS act: -55; F508del corr: -1.1; EWS-Fli block: -5

How did CC(=O)N1CCC(=O)Nc2ccc([N+](=O)[O-])cc21 do in these assays?
PAX8 reporter: -5; ERp5 block: 2; Xi reactivation: 0.1; ARNT TACC3 PPI: -4; DENV2 CPE rescue: 1; INS-1E GSIS act: 2; F508del corr: -0.4; EWS-Fli block: 2

How did Nc1nc(N)nc(-c2cc(Cl)ccc2Cl)n1 do in these assays?
PAX8 reporter: 9; ERp5 block: -7; Xi reactivation: -0.1; ARNT TACC3 PPI: -7; DENV2 CPE rescue: -13; INS-1E GSIS act: 3; F508del corr: -4.4; EWS-Fli block: 8

What do the screens show for `CCNC(=S)N1CCC(Cc2ccccc2)CC1`?
PAX8 reporter: 13; ERp5 block: 2; Xi reactivation: 0.0; DENV2 CPE rescue: 0; INS-1E GSIS act: -43; F508del corr: -1.2

What do the screens show for `O=C(CCNS(=O)(=O)c1cccc2nonc12)Nc1ccc(Cl)cc1`?
PAX8 reporter: 15; ERp5 block: -2; Xi reactivation: 0.3; ARNT TACC3 PPI: 0; DENV2 CPE rescue: -4; INS-1E GSIS act: 23; F508del corr: -0.4; EWS-Fli block: 4

What do the screens show for `Cc1ccc(NC(=O)/C=C/c2ccc3c(c2)OCO3)nc1`?
PAX8 reporter: -163; ERp5 block: 1; Xi reactivation: 0.1; ARNT TACC3 PPI: -1; DENV2 CPE rescue: -3; EWS-Fli block: -13

How did Cc1ccc(NC(=O)CN2CCN(S(=O)(=O)c3ccc4c(c3)OCCO4)CC2)c(C)c1 do in these assays?
PAX8 reporter: 1; ERp5 block: 6; Xi reactivation: 0.3; DENV2 CPE rescue: 20; F508del corr: -8.6; EWS-Fli block: 14

What do the screens show for `Cc1ccc(C2=NN=C(NC(=O)CSc3nncn3C)SC2)cc1`?
PAX8 reporter: -19; ERp5 block: 8; Xi reactivation: 0.2; ARNT TACC3 PPI: 34; DENV2 CPE rescue: -1; INS-1E GSIS act: 3; F508del corr: -0.7; EWS-Fli block: -6

How did COc1cc(CN2CC3(CN(C(C)=O)C3)c3c([nH]c4cc(OC)ccc34)[C@H]2CO)cc(OC)c1 do in these assays?
Xi reactivation: 0.2; DENV2 CPE rescue: inconclusive; INS-1E GSIS act: -2; F508del corr: -1.0; EWS-Fli block: -8

How did CN1C(=O)S/C(=C\c2ccccc2OCc2ccc(C(=O)O)cc2)C1=O do in these assays?
PAX8 reporter: 4; ERp5 block: -6; Xi reactivation: 0.0; ARNT TACC3 PPI: -5; DENV2 CPE rescue: 14; INS-1E GSIS act: 9; EWS-Fli block: 1

What do the screens show for `C[C@H](CO)N1C[C@H](C)[C@@H](CN(C)C(=O)C2CCOCC2)Oc2ncc(-c3ccccc3)cc2C1=O`?
ERp5 block: -3; Xi reactivation: 0.7; ARNT TACC3 PPI: -2; DENV2 CPE rescue: 4; INS-1E GSIS act: -1; F508del corr: -0.6; EWS-Fli block: -11

What do the screens show for `CN(C)C(=O)c1ccc(-c2ccc3c(c2)[C@H]2[C@H](CCN2Cc2ccc4c(c2)OCO4)[C@@H](CO)N3)cc1`?
PAX8 reporter: 3; ERp5 block: 3; Xi reactivation: -0.1; ARNT TACC3 PPI: 2; DENV2 CPE rescue: -13; INS-1E GSIS act: -4; F508del corr: 0.1; EWS-Fli block: 9

What do the screens show for `Cc1ccc2nc3c(cc(C(=O)NCCc4ccccc4)c(=N)n3CC3CCCO3)c(=O)n2c1` (stereo not drawn)?
PAX8 reporter: 40; ERp5 block: 0; Xi reactivation: 0.3; ARNT TACC3 PPI: -14; DENV2 CPE rescue: 0; INS-1E GSIS act: 4; F508del corr: 0.6; EWS-Fli block: 21

What do the screens show for `CC(C)NCC(O)c1cc(O)cc(O)c1` (stereo not drawn)?
PAX8 reporter: -8; ERp5 block: -6; Xi reactivation: -0.3; ARNT TACC3 PPI: -8; DENV2 CPE rescue: inconclusive; F508del corr: -16; EWS-Fli block: -2

What do the screens show for `Cc1noc(C)c1S(=O)(=O)Nc1cccc2c1O[C@@H](CN(C)Cc1ccc(C(F)(F)F)cc1)[C@@H](C)CN([C@@H](C)CO)C2=O`?
PAX8 reporter: 6; ERp5 block: -4; Xi reactivation: 0.4; ARNT TACC3 PPI: 4; DENV2 CPE rescue: -12; INS-1E GSIS act: -3; F508del corr: -2.0; EWS-Fli block: 2

Results for CCC(=O)N[C@H]1C[C@@H]2O[C@H](CO)CC[C@@H]2O[C@@H]1CCc1ccc(-c2cccc(OC)c2)cc1 ?
ERp5 block: -6; DENV2 CPE rescue: -4; F508del corr: 0.6; EWS-Fli block: -4

Results for Cc1cccc(-c2ccc3[nH]c4c(c3c2)CCN2C[C@@H]([C@H](C)OC(=O)Nc3ccccc3C)[C@@H](N(C)C(=O)Nc3ccccc3C)C[C@@H]42)c1 ?
PAX8 reporter: 0; ERp5 block: -3; Xi reactivation: 0.0; DENV2 CPE rescue: 9; F508del corr: -0.8; EWS-Fli block: 45

How did COc1ccc(S(=O)(=O)NCc2ccccn2)cc1NC(=O)c1ccc(C)cc1 do in these assays?
PAX8 reporter: 16; ERp5 block: 2; Xi reactivation: 0.4; ARNT TACC3 PPI: -7; DENV2 CPE rescue: 6; INS-1E GSIS act: -4; F508del corr: 4.0; EWS-Fli block: 47

Results for Cc1ccc(S(=O)(=O)Nc2ccc3c(c2)C(=O)N([C@H](C)CO)C[C@H](C)[C@H](CN(C)CC2CCCCC2)OCCCC[C@@H](C)O3)cc1 ?
PAX8 reporter: -21; ERp5 block: -3; Xi reactivation: 0.4; ARNT TACC3 PPI: -2; DENV2 CPE rescue: inconclusive; INS-1E GSIS act: -22; F508del corr: 1.5; EWS-Fli block: -5

What do the screens show for `Cc1ccccc1CS(=O)(=O)c1ncc(Cl)c(C(=O)Nc2ccc(F)cc2)n1`?
PAX8 reporter: 30; ERp5 block: 5; Xi reactivation: 0.3; ARNT TACC3 PPI: -4; DENV2 CPE rescue: -6; INS-1E GSIS act: 8; F508del corr: 1.0; EWS-Fli block: 56*
